Imprint erasure: induces erasure of genomic imprints in mouse ES cells. mouse ES Peg3-LacZ reporter, beta-gal luminescence, 40 h. Potency, µM (top dose mostly 60.7 µM), inactives show at the highest dose activity change, positive = activation, actives largely listed as activators. 110,000 tested, 0.02% active;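 further: 0% = negative control wells on the plate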
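Gelatin-coated wells received 300 freshly trypsinized female ES cells with a Peg3LacZ-Neo reporter on the maternal allele, then incubated 40 hours at 37C. BetaGlo was added for 5 minutes at room temperature before a single luminescence read.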
p53ts 32C tox: kills p53ts cells at the permissive temperature; H1299-p53A138V at 32C, ATP luminescence viability, 24 h; Potency, µM (highest dose often 46.1 µM), inactives show at the highest dose activity change, negative = cytotoxicity, usual class: cytotoxic; 130,000 tested, 0.93% active; AID 924;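 further: 0% = DMSO and -100% = full killing by reference compound; nearly all actives have a fitted effect of over 55% in size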
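Viability by ATPlite luminescence after 24 h compound treatment (up to 46 uM) at the permissive 32C. Cells are H1299 carrying p53 A138V. Scale runs from DMSO basal to 100 uM tamoxifen as full kill; AC50 from Hill fits.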
p53ts 39C kill: kills p53ts cells at the nonpermissive temperature. Potency, µM (top dose mostly 46.1 µM), for the others: at the top dose activity change, negative = cell killing, usual class: cytotoxic. H1299-p53A138V viability at 39C, ATP luminescence, 24 h. 130,000 tested, 1.5% active; further: nearly all actives have a fitted effect of over 55% in size
IkB sig inh: IkB pathway inhibition in ABC-DLBCL cells; ABC-DLBCL IkBa-CBG/CBR dual luciferase ratio, 4 h; response scale: scaled: untreated 0%, proteasome inhibitor 100%; Potency, µM (highest dose often 57.1 µM), without a hit: at the highest dose IkBa stabilization activation; 110,000 tested, 0.04% active; active means well fitted curve in the direction sought with a large enough effect in the signal ratio, not every such curve was filed as active; inconclusive means small, poorly fitted or top-dose-only effect, or a change in a side signal; the % refers to the signal ratio;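 further: the direction sought is a rising ratio; 0% = basal untreated cells and 100% = reference inhibitor full response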
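In this assay, an IκBα–CBG68 fusion accumulates when IKK-driven degradation is blocked; native CBR normalizes for cell number. OCI-Ly3 cells were treated 4 h with compound and doxycycline, then green and red light read after Chroma-Glo addition.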
An asterisk follows results filed as active; u = inconclusive; x = no result given; & = joins results of further samples; [ ] = remark or other dose. Unless noted, the call rests on the fitted dose curve; in most records, active means well fitted curve in the direction sought with a large enough effect; inconclusive means small, poorly fitted or top-dose-only effect, or another doubt; inactive means no such curve, though single readings can be large; an effect the other way counts as inactive or inconclusive. Unless noted, on the % scale 0 is the no-effect control and ±100 the full control effect; potency means the concentration at half of the fitted maximal effect.

SMILES	Imprint erasure	p53ts 32C tox	p53ts 39C kill	IkB sig inh
COc1cccc(Cn2cc(C(=O)c3ccc(Cl)cc3)c(=O)c3ccccc32)c1	-4%[10.9 µM]	-5%	-21%	u
Cc1ccc(-n2ncc3c(NCc4ccccc4)ncnc32)cc1C	5%[10.9 µM]	2%	u	0.0%
CC(C)CCNC(=O)NC(=O)CSc1nnc(-c2ccccc2F)n1N	16%	12%	-12%	1.4%
CCc1ccccc1NC(=O)CSc1nnc(-c2ccc(OC)cc2)s1	-9%[10.9 µM]	2%	-22%	-0.4%
CCOC(=O)Cc1csc(NC(=O)CSc2nnc(-c3ccc(F)cc3)o2)n1	-27%	u	u	1.0%
FC(F)Oc1cccc2cccnc12	-11%	-5%	12%	-1.5%
O=C(CSc1nnc(CCc2nc3ccccc3[nH]2)n1-c1ccccc1)NCc1ccco1	0%	-4%	2%	0.7%
O=C1CC(c2ccccc2)CN1C(=O)c1ccccc1 (stereo not drawn)	-1%	-3%	16%	-1.3%
O=C(COc1ccccc1Cl)NC(=O)NC1CCCC1	-14%	9%	-11%	-0.2%
COc1ccc(-c2nc3scc(-c4ccccc4)n3n2)cc1	-14%	-3%	-1%	-1.9%
CCOc1ccc(N(Cc2ccccc2)C(=O)c2nc(SC)ncc2Cl)cc1	21%[10.9 µM]	9%	-7%	u
O=C(Cn1c(=O)n(CC2CCCO2)c(=O)c2ccccc21)N1CCN(c2ccccc2)CC1 (stereo not drawn)	-9%	13%	8%	2.3%
S=C1SCN(Cc2ccccn2)CN1Cc1ccco1	-9%	2%	-3%	2.3%
Cc1cc(C)cc(NC(=O)c2ccc3c(O)c(S(=O)(=O)c4ccccc4)c(=O)[nH]c3c2)c1	-17%[10.9 µM]	-5%	6%	u
C=C(C)CSc1nnc([C@H](CCSC)NC(=O)OC(C)(C)C)o1	-11%	-6%	3%	-0.1%
CCn1c(=NC(=O)CSC(C)=O)sc2cc(OC)ccc21	-10%	8%	27%	-1.3%
CSc1nc2oc3c(c2c2nncn12)CC(C)(C)SC3	3%	5%	0%	-2.8%
Cc1ccc(C)c(NC(=O)c2ccc3c(O)c(S(=O)(=O)c4ccc(Cl)cc4)c(=O)[nH]c3c2)c1	-4%[10.9 µM]	0%	15%	u
COc1ccccc1NC(=O)c1c(NCc2ccc(OC)c(OC)c2OC)sc2c1CCCC2	-18%[10.9 µM]	-7%	6%	u
CC(C)Cn1cc(NC(=O)NCc2ccc(Cl)cc2)c2ccccc2c1=O	16%[10.9 µM]	-4%	12%	u

3 entries from above, with bars between the fields.
SMILES | Imprint erasure | p53ts 32C tox | p53ts 39C kill | IkB sig inh
CCOC(=O)Cc1csc(NC(=O)CSc2nnc(-c3ccc(F)cc3)o2)n1 | -27% | u | u | 1.0%
FC(F)Oc1cccc2cccnc12 | -11% | -5% | 12% | -1.5%
O=C(CSc1nnc(CCc2nc3ccccc3[nH]2)n1-c1ccccc1)NCc1ccco1 | 0% | -4% | 2% | 0.7%

Already shown: 2 of the compounds above.
SMILES	Imprint erasure	p53ts 32C tox	p53ts 39C kill	IkB sig inh
COc1cccc(Cn2cc(C(=O)c3ccc(Cl)cc3)c(=O)c3ccccc32)c1	-4%[10.9 µM]	-5%	-21%	u
Cc1ccc(-n2ncc3c(NCc4ccccc4)ncnc32)cc1C	5%[10.9 µM]	2%	u	0.0%

Other records
SMILES	Imprint erasure	p53ts 32C tox	p53ts 39C kill	IkB sig inh
c1ccc(OCCSc2nc3ccccc3o2)cc1	-16%	-8%	5%	0.5%
Cc1ccc(C)c(N2CCN(c3nccn4nc(-c5ccc(Br)cc5)cc34)CC2)c1	4%[10.9 µM]	13%	-11%	0.2%
O=S(=O)(NCc1ccc2c(c1)OCO2)c1cnc[nH]1	-9%	-1%	3%	3.1%
Cc1ccc(-c2nn(CC(=O)NCC3CCCO3)c(=O)c3ccccc23)cc1 (stereo not drawn)	-9%	6%	11%	-0.8%
COc1ccc(Oc2ncc3nc(-c4cn(C)c5ccccc45)c(=O)n(C4CC4)c3n2)cc1	u	-1%	-6%	-0.7%[11.4 µM]
O=C(COc1ccccc1)N1CCN(S(=O)(=O)Cc2ccccc2)CC1	-1%	-15%	-6%	0.7%
CCOC(=O)N1CC=C2C(C#N)=C(N)C(C#N)(C#N)[C@H](c3ccc(OC(C)C)c(OCC)c3)[C@H]2C1	-16%	3%	11%	0.3%
O=C1CC(C(=O)NC2CCCCC2)C(c2ccccc2)O1 (stereo not drawn)	-3%	1%	4%	0.6%
CCOC(=O)C1CCN(C(=O)c2c(-c3c(F)cccc3Cl)noc2C)CC1	-2%	-4%	9%	-1.0%
COc1ccc(C2=NOC(CN3C(=O)c4ccccc4S3(=O)=O)C2)cc1 (stereo not drawn)	-14%	u	32%[activator]	u
O=C(O)COc1nsnc1N1CCOCC1	2%	-6%	2%	0.4%
CC1(c2ccncc2)Nc2ccccc2-c2nc3ccccc3n21 (stereo not drawn)	-35%[inhibitor]	0%	-8%	1.3%
O=C(NCCOCCn1c(=O)oc2ccccc21)Nc1cccc(Cl)c1	-13%[10.9 µM]	0%	-23%	-0.8%
Cc1c(C(=O)O)nn(-c2ccccc2)c(=O)c1C#N	-2%	0%	9%	5.9%
CSCC[C@H](NC(=O)OC(C)(C)C)c1nnc(SCC(=O)Nc2c(C)cccc2C)o1	2%	5%	2%	-0.5%
O=C(CSc1nc2ccccc2c(=O)n1-c1ccccc1)N1CCN(CCO)CC1	-24%	3%	2%	-5.1%
CC(C)(C)NC(=O)C1N(c2cccnc2)C(=O)C2C(C(=O)Nc3ccccc3F)C3(C)C=CC21O3 (stereo not drawn)	-4%	5%	5%	0.9%
CN1C(=O)/C(=C2\SC(=S)N(C(CCC(=O)O)C(=O)O)C2=O)c2ccccc21 (stereo not drawn)	-13%	-1%	4%	0.4%
O=C1C(=O)N(C2CCN(C(=O)c3ccc(F)cc3)CC2)CCN1Cc1ccc(F)cc1	-10%[10.9 µM]	-5%	23%	-1.0%
Cc1ccc(C(=O)COC(=O)c2cccc(NC(=O)c3ccc(Cl)cc3Cl)c2)cc1	-33%[inhibitor][10.9 µM]	u	u	25%
Cc1cccc(N(C)C(=O)CCS(=O)(=O)c2ccc3c(c2)n(C)c(=O)c(=O)n3C)c1	-7%[10.9 µM]	1%	3%	0.0%
CCOC(=O)C1CCN(C(c2ccc(OCC)cc2)c2c(O)cc(C)n(CCOC)c2=O)CC1 (stereo not drawn)	-5%[10.9 µM]	-4%	-17%	1.7%
Cc1ccc(N)cc1[N+](=O)[O-]	4%	5%[1.84 µM]	5%	-1.8%
Cc1cccc(/C=C/c2onc(C)c2S(=O)(=O)N2CCC(C(=O)N3CCCCC3)CC2)c1	-10%[10.9 µM]	19%	-17%	u
COc1ccc(C2C(=O)c3ccccc3C2=O)cc1	-10%	10µM*	13µM*	x
CC1CCC2C(=O)N3CCCC3C(=O)N2C1c1ccc(Br)cc1 (stereo not drawn)	x	-10%&-1%[9.22 µM]	-4%&-4%[9.22 µM]	x
COC(=O)C1=C2N(Cc3ccccc3)C(C)=C(C(=O)OC)C(c3ccccc3)N2C(=O)[C@](O)(C(=O)OC)C1 (stereo partly drawn)	x	0%&6%[9.22 µM]	-3%&1%[9.22 µM]	x
N#Cc1c(SCc2ccccc2)nc(N2CCOCC2)c2c1CCCC2	-22%	5%	28%	1.4%
COc1ccc(CC(=O)NCc2nc3cccnc3n2Cc2ccc(F)cc2)cc1OC	18%[10.9 µM]	3%	-16%	u
CCOC(=O)c1nn(-c2ccccc2C)c2nc(CC(C)C)c(C#N)c(=O)n12	x	4%	7%	x
OC12CCCCC1C(c1ccc3c(c1)OCO3)N(Cc1ccccc1F)CC2 (stereo not drawn)	-15%	1%	-1%	5.8%
CC(C)Cn1c2nc3ccccc3nc2c2c(=O)n(CCN3CCOCC3)cnc21	-9%	1%	-4%	0.4%
CCCNC(=O)C1=C(C)C(=O)OC12CCC(C)CC2 (stereo not drawn)	-12%	-1%	-3%	0.0%
O=C(Nc1c(Cl)cccc1Cl)c1cccc2c1C(=O)N(C1CCCCC1)C2	-17%[10.9 µM]	5%	3%	-2.5%
COc1cc(NC(=O)CN2C(=O)C(c3ccc(Cl)cc3)=NC23CCCCC3)cc(OC)c1	-6%[10.9 µM]	11%	-24%	-0.2%
Cc1ccc(NC(=O)CSc2nc3ccccc3nc2N2CCOCC2)cc1	15%[10.9 µM]	7%	-21%	u
COC(=O)c1ccc(NC(=O)c2c(NCc3ccc(OC)c(OC)c3)sc3c2CCCC3)cc1	-26%[10.9 µM]	1%	-18%	u
Cn1c(SCc2ccc(F)cc2)nc2ccc(C(=O)NCc3ccccc3)cc21	-15%[10.9 µM]	-6%	-8%	-0.7%
NC(=O)CSc1ncc(-c2ccccc2)[nH]1	-30%[inhibitor]	7%	-3%	0.3%
Cc1cccc(CSc2nnc(CCCCCN)o2)c1	10%[10.9 µM]	-9%	-17%	0.6%

Entries listed so far that have a tert-butyl group (3):
SMILES	Imprint erasure	p53ts 32C tox	p53ts 39C kill	IkB sig inh
C=C(C)CSc1nnc([C@H](CCSC)NC(=O)OC(C)(C)C)o1	-11%	-6%	3%	-0.1%
CSCC[C@H](NC(=O)OC(C)(C)C)c1nnc(SCC(=O)Nc2c(C)cccc2C)o1	2%	5%	2%	-0.5%
CC(C)(C)NC(=O)C1N(c2cccnc2)C(=O)C2C(C(=O)Nc3ccccc3F)C3(C)C=CC21O3 (stereo not drawn)	-4%	5%	5%	0.9%

Next structures follow.
SMILES	Imprint erasure	p53ts 32C tox	p53ts 39C kill	IkB sig inh
CCCNC(=O)c1[nH]c(C)c(C(C)=O)c1C	-3%	-10%	-9%	0.6%
COC(=O)CCCC(=O)OC	u	10%[1.84 µM]	10%	-1.4%
COc1ccccc1CNc1nc(-c2ccccc2CN(C)C)nc2ccccc12	-19%	-8%	16µM*	-2.8%[11.4 µM]
CCOc1ccc(C(=O)Nc2cc(-c3ccccc3)no2)cc1	-26%[10.9 µM]	-6%	-3%	-2.9%
CC(=O)Oc1cc(C(F)(F)F)ccc1C(=O)O	-7%[16.8 µM]	-1%[20.6 µM]	0%[20.6 µM]	0.5%[25.6 µM]
O=C(Nc1ccc(F)cc1)[C@H](Cc1ccccc1)N1Cc2ccccc2C1=O	-14%[10.9 µM]	8%	-21%	u
COc1ccc(NC(=O)c2oc3ccccc3c2NC(=O)c2ccc(OC)c(OC)c2)c(OC)c1	-10%	6%	-3%	1.1%
CC(C)=CCC(C)(C)C1OCCN1C(=O)c1ccccc1 (stereo not drawn)	-13%	2%	15%	3.0%
O=C(c1ccncc1)N1CCC2(CC1)CCN(c1ccccc1)CC2	x	-6%	-3%	2.3%[11.4 µM]
CCOc1cccc(C2c3c(oc4cc(C)c(C)cc4c3=O)C(=O)N2CCCN(C)C)c1 (stereo not drawn)	-13%	0%	3%	0.3%
CC(=O)Nc1ccc(-c2nc(C)c(C(C)=O)n2O)cc1	-1%	u	u	1.4%
CC1OC(OCC2OC(Oc3c(-c4ccc(O)c(O)c4)oc4cc(O)cc(O)c4c3=O)C(O)C(O)C2O)[C@@H](O)C(O)C1O (stereo partly drawn)	14%	0%	2%	x
Cc1cccc(-c2noc(-c3ccc(NCc4ccco4)c([N+](=O)[O-])c3)n2)c1	-15%[10.9 µM]	-10%	19%	u
CN(C)S(=O)(=O)N1CCN(S(=O)(=O)c2ccc(F)cc2)CC1	19%	-3%	6%	1.2%
c1ccc(-c2nn3c(Cn4nnc5ccccc54)nnc3s2)nc1	11%	1%	21%	2.5%
N#Cc1cc2cc3c(cc2nc1SCC(=O)OC1CCCCC1)OCO3	1%	-8%	-11%	0.1%
O=C(CSc1nnnn1-c1ccccc1)N1CCc2ccccc21	14%	-11%	5%	-0.7%
COCCCNC(=O)c1sc2ncccc2c1-n1cccc1	-4%[10.9 µM]	-10%	-10%	-0.2%
O=C(CSc1nnc(-c2ccco2)o1)c1ccc(F)c(F)c1	5%	0%	-4%	7.3%
O=C(O)C1C2CCC(O2)C1C(=O)NCCC1=CCCCC1 (stereo not drawn)	-16%	6%	9%	-0.2%
Cc1[nH]nc2nc3c(c(OC(=O)c4ccccc4)c12)c(=O)n(C)c(=O)n3C	-6%	1%	1%	-0.9%
COc1ccc(C)c2sc(N(Cc3cccnc3)C(C)=O)nc12	24%[10.9 µM]	1%	-16%	-2.0%
O=c1c2nncn2ccn1-c1ccc(F)c(F)c1	-8%[10.9 µM]	2%	9%	1.2%
